# Screening results as filed in PubChem BioAssay.
# TCR activator: activators of T cell receptors; primary human leukocytes, anti-CD3, IL-2 HTRF, 48 h; Potency, µM (top dose mostly 9.22 µM), inactives show at the top dose activation of IL-2 secretion, hits mostly activators; 330,000 tested, under 10 active; note: % of control where 0% means no effect
#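 48 hr co-incubation of compounds, a-CD3 beads and primary human leukocytes; IL-2 quantified homogeneously by HTRF with anti-IL-2 K and d2 conjugates.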
# KCNH2 WT inh: blocks the wildtype human KCNH2 potassium channel; Q12809; AID 720551; 340,000 compounds, 0.37% hits; activity change, % at 1.84 µM; U2OS, BacMam KCNH2, thallium flux FluxOr; hits give low values;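 active = maximum activity change below -70%; inconclusive = maximum activity change between -70% and -50%; inactive = maximum activity change above -50%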; note: % is set by controls: 0 for no effect and ±100 for the full control effect
#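 U2OS cells transduced with wild-type KCNH2 virus are loaded with FluxOr dye for 45 min, and thallium flux is measured in kinetic reads before and after stimulation buffer. Rate constants are normalized to DMSO controls.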
# Coupling enz: counter-screen for Giardia aldolase inhibitors: coupling enzyme system | AID 2472 | coupling enzyme system counterscreen, AmpLite Red fluorescence | 290,000 compounds, 0.67% hits | activity change, negative = inhibition, % at 58.2 µM, hits read low; in the data active = activity change below about -30%; note: % is set by controls: 0 for no effect and ±100 for the full control effect
#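 Coupling enzymes only (glyceraldehyde-3-phosphate) + compound, at 57.5 uM final, 10 min RT; add substrate/coupling/AmpLite Red mix, 20 min RT; fluorescence ex 525/em 598 nm. Actives flag coupling-system interference.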
# Tb PFK block: T. brucei PFK enzyme inhibition | 330,000 compounds, 0.17% hits | O15648 | T. brucei PFK, ADP-Glo luminescence | AID 485367 | Potency, µM (series often up to 57.5 µM), without a hit: at the top dose activity, negative = inhibition, hits mostly inhibitors;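 note: potency is the fitted concentration of half-maximal effect; 0% = uninhibited 1x PFK enzyme wells and -100% = no-enzyme wells; nearly all actives have a fitted effect of over 60% in size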
#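 Luminescent ADP detection (ADP-Glo, two-step: ATP depletion then ADP-to-ATP conversion for luciferase) reported PFK activity after 45 min room-temperature reaction of 1.25 nM enzyme with 0.5 mM F6P and 0.1 mM ATP at pH 8.0.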
# GALK inh: galactokinase (human) inhibition. P51570. Purified GALK, Kinase-Glo residual ATP luminescence. 270,000 compounds, 0.007% hits. Potency, µM (highest dose often 57.5 µM), inactives show top-dose activity change, negative = inhibition, hits mostly inhibitors; note: potency is the fitted concentration of half-maximal effect; % is set by controls: 0 for no effect and ±100 for the full control effect
#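 The enzyme phosphorylates galactose (100 uM) using ATP (35 uM); inhibition is detected as higher residual ATP, quantified by bioluminescence after 1 h reaction at room temperature, pH 8.0.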
# BCR signal inh: inhibitors of chronic active B-cell receptor signaling; 340,000 compounds, 0.05% hits; ABC-DLBCL IkBa-CBG/CBR reporter, luminescence ratio, 4 h; Potency, µM (highest dose often 46.1 µM), for inactives: at the top dose ratio change, negative = lower green/red ratio, hits mostly inhibitors; AID 493014; active = well fitted inhibition curve with a large enough effect in the signal ratio, with a control signal flat, not every such curve was filed as active; inconclusive = small, poorly fitted or top-dose-only effect, or effect the other way, or a change in a side signal; the % refers to the signal ratio;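 note: potency is the fitted concentration of half-maximal effect; plate controls were basal doxycycline-induced cells for no effect and cells given 10 µM MG132 for full effect; MG132 reads +100%, hits lower the ratio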
#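 Compounds up to 46 uM were incubated four hours with TMD8 cells whose green CBG68 luciferase is fused to IkappaBalpha; red CBR luminescence normalised the signal, and concentration-effect curves were fitted to fusion, red and ratio data.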
# Giardia killer: Giardia lamblia killing. Giardia lamblia trophozoite viability. activity change, % at 7.66 µM, hits read low. 340,000 compounds, 0.15% hits; in the data active = activity change below about -80%; inconclusive = between about -30% and that limit;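 note: parasites exposed to compound for two days anaerobically before the ATP read; % is set by controls: 0 for no effect and ±100 for the full control effect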
#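 Anaerobic 48 hrs incubation at 37 deg C of 100 trophozoites/well with test compounds; ATPLite 1-Step luminescence, 15-30 min RT, reports cellular ATP as viability.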
# TSHR antagonist: human thyrotropin receptor antagonism; activity change, negative = inhibition, % at 11.5 µM; AID 504810; P16473; TSHR-expressing cells, TSH-stimulated cAMP HTRF, 2 h; hits give low values; 330,000 compounds, 0.2% hits;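 active = activity change below a set negative limit, meaning inhibition stronger than a set level, cut at about -70% in these data; inconclusive = activity change between two set negative limits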; note: % is set by controls: 0 for no effect and ±100 for the full control effect
# Target sequence (P16473 whole entry, looked up): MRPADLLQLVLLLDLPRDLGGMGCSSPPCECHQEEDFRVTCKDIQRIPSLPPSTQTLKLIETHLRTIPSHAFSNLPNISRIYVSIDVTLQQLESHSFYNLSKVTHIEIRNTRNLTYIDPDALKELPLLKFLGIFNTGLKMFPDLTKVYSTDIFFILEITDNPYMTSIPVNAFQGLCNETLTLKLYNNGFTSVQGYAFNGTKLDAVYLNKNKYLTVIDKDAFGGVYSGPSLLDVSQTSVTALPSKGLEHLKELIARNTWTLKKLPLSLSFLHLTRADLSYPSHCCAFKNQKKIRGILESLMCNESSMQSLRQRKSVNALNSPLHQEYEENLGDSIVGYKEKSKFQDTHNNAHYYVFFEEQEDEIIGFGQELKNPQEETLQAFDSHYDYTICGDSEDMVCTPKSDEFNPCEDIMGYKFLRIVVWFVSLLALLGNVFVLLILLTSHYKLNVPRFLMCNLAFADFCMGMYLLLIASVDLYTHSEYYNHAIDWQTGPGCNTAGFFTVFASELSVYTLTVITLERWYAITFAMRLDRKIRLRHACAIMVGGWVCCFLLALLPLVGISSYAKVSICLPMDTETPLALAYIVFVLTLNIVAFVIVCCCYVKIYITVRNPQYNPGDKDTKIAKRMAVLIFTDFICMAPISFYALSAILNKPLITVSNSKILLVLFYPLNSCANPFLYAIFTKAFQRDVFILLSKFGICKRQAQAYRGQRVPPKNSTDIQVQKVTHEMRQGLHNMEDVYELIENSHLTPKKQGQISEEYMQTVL
#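 Antagonism was scored as loss of TSH-driven cAMP in TSHR cells, stimulated with 4nM TSH (EC80) for 2 hours at 37 deg C and detected by homogeneous HTRF competition immunoassay.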
# MLL CXXC-DNA inh: inhibitors of human MLL CXXC domain-DNA interaction | AID 2662 | 290,000 compounds, 0.037% hits | Potency, µM (titrated, usually from 115 µM), inactives show at the top dose activity change, negative = inhibition, usual class: inhibitors | Q03164 | MLL-CXXC / FITC-HOXA9 DNA fluorescence polarization; active = well fitted inhibition curve with a large enough effect in the polarisation, with a control signal flat, not every such curve was filed as active; inconclusive = small, poorly fitted or top-dose-only effect, or effect the other way, or a change in a side signal; inactive = no such curve, though single readings can be large or run the other way; the % refers to the polarisation; note: potency is the fitted concentration of half-maximal effect
#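 Fluorescence polarization: 7 uM MLL-CXXC (stock) preincubated 5 min with compounds, then 50 nM fluorescein-HOX-A9 DNA (stock) added; 30 min ambient. Buffer 50 mM Tris-HCl pH 7.5, 50 mM NaCl, 1 mM DTT, 0.05% BSA.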
# AT treatment: potential ataxia-telangiectasia treatments restoring KAP-1 phosphorylation | 320,000 compounds, 0.19% hits | Potency, µM (titrated, usually from 57.5 µM), for inactives: top-dose activation, most hits filed as activators | […] A-T fibroblasts, KAP-1 phosphorylation AlphaLISA; neocarzinostatin DNA damage 30 min before lysis | AID 485349; note: potency is the fitted concentration of half-maximal effect; % of control where 0% means no effect; nearly all actives have a fitted effect of over 45% in size
#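 hTERT-immortalized A-T patient fibroblasts ([…]), 500 cells/well in OPTI-MEM, 1% FBS, got compounds for 60 min, then NCS for 30 min at 37C. Lysates were then assayed for phospho-KAP-1 by AlphaLISA (anti-pKAP1 donor, anti-KAP1 acceptor beads), 6 hr at 25C.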
# Active calls of the source: *; ? = inconclusive; . = no result given; [ ] = dose if it differs, or a comment. Unless noted, calls come from the whole dose curve; as a rule, active = well fitted curve in the direction sought with a large enough effect; inconclusive = small, poorly fitted or top-dose-only effect, or another doubt; inactive = no such curve, though single readings can be large; an effect the other way counts as inactive or inconclusive.
SMILES,TCR activator,KCNH2 WT inh,Coupling enz,Tb PFK block,GALK inh,BCR signal inh,Giardia killer,TSHR antagonist,MLL CXXC-DNA inh,AT treatment
COC(=O)c1ccc(SCC(=O)NCc2ccccc2)c([N+](=O)[O-])c1,-5.3%,-0.4,-1.0,2.4%,-0.8%,0.1%,-3.5,-5.0,1.5%,12.3%
CC(C)CNC(=O)C(=O)NCCC1CCCCN1S(=O)(=O)c1cccs1 (stereo not drawn),-1.0%,0.4,.,-3.3%,.,3.2%,-2.1,-1.1,.,-2.4%
CCOC(=O)C1CCCN(C(=O)c2ccc3nc(-c4cccc(OC)c4)oc3c2)C1 (stereo not drawn),-1.5%,-14.1,2.0,-4.0%,-4.1%,-0.2%,-7.8,-13.9,8.5%,0.2%
Cc1ccccc1C(=O)N1CCN(c2nc(N3CCOCC3)nc(N3CCOCC3)n2)CC1,2.9%,2.4,2.5,0.0%,-0.8%,-6.0%,6.3,1.6,1.6%,0.3%
O=C(C[C@@H]1C/C=C/CC[C@H](Cc2ccc(F)cc2)C(=O)OC[C@@H](Cc2ccccc2)NC1=O)N[C@H](CO)Cc1ccccc1,0.0%,0.9,.,8.8%,.,?,-29.3,-9.9,.,2.4%
O=C(NCCN1CCOCC1)C(=O)NCC1OCCCN1S(=O)(=O)c1cc(F)ccc1F (stereo not drawn),-0.7%,-0.5,.,-8.4%,-3.1%,3.5%,32.7[activator],-1.3,-1.7%,4.3%
CCSc1nnc(NC(=O)[C@@H](NC(=O)c2ccc(C(C)(C)C)cc2)C(C)C)s1,0.9%[46.1 µM],-2.7,-6.6,2.5%,2.1%,1.8%,-3.0,-0.4,6.3%,0.5%
Cc1ccsc1/C=N/Nc1nc(Cl)c(Cl)cc1Cl,.,0.7,1.5,-4.0%,.,?,2.9,-7.2,16.0%,4.9%
CC1(C)Cc2cccc(OCC(=O)NCc3ccccc3F)c2O1,-2.4%,0.0,.,0.5%,.,-4.8%,18.3,-14.9,.,0.8%
CC(=O)N1CCN(c2nnnn2-c2ccccc2)CC1,-1.3%,-12.8,-0.4,0.9%,-1.9%,?,-14.5,-7.4,7.3%,2.6%
Cc1nn(CC(=O)Nc2ccc3c(c2)nc2n3CCOC2)c(=O)c2ccccc12,.,-8.7,6.4,2.8%,0.7%,3.3%,-15.9,12.1,17.8%,-0.4%
O=C(Nc1ccc(F)cc1)C1CCCN(S(=O)(=O)c2ccc(-n3cnnn3)cc2)C1 (stereo not drawn),0.3%,2.0,2.6,0.5%,-2.6%,-9.1%,9.0,18.2,12.7%,-4.8%
Cc1ccc(-n2ccc(=O)c(C(=O)O)n2)cc1,-11.7%,14.0,3.3,1.5%,-0.6%,-6.1%,29.6,7.2,1.8%,2.1%
Cc1coc(C)c1C(=O)CC1(O)C(=O)N(C)c2ccc(Cl)cc21 (stereo not drawn),-3.1%,.,0.2,-2.2%,3.6%,-9.6%,4.6,2.1,6.6%,2.2%
CCn1cc(CNC(=O)c2ccc(Cl)c([N+](=O)[O-])c2)c(C)n1,2.7%[46.1 µM],-0.2,-0.5,-6.9%,-1.3%,11.9%,21.5,-8.7,-5.1%,-16.0%
CCOc1ccc(S(=O)(=O)N2CCC(C(=O)N3CCOCC3)CC2)cc1Cl,-4.9%,-0.9,1.4,-1.0%,4.9%,1.5%,20.6,-5.3,2.5%,2.6%
CCC(Sc1nc2ccccc2o1)C(=O)O (stereo not drawn),6.9%,0.4,3.5,-0.4%,-3.1%,-5.4%,1.3,0.9,4.3%,-1.7%
CCOC(=O)C(CC(=O)O)NCc1ccco1 (stereo not drawn),1.0%,6.1,-1.7,2.6%,0.3%,-1.5%,-2.5,-6.4,-2.2%,-3.8%
O=C(NCc1ccncc1)C(=O)Nc1nc(C23CC4CC(CC(C4)C2)C3)cs1,-1.9%[46.1 µM],9.9,-2.5,-1.6%,0.1%,?,2.8,-5.2,10.4%,-7.1%
Cn1c(SCC(=O)Nc2ccc(Br)cc2)nc(O)cc1=O,-7.4%,-10.3,4.7,7.3%,-0.2%,-1.1%,-11.2,-14.2,-8.3%,8.0%
O=C(NC1CCCC1)C(c1ccncc1)N(C(=O)c1csnn1)c1ccc(F)cc1 (stereo not drawn),5.7%,6.8,-0.1,1.0%,4.9%,-2.1%,-1.5,-4.5,-5.8%,9.5%
CC(C)(C)c1ccc(C(=O)NNC(=O)Cc2cccc3ccccc23)cc1,-1.1%,10.4,1.8,2.0%,0.4%,?,-1.5,-6.7,1.9%,-3.0%
COc1ccc(OC)c(/C=N\NC(=O)CSc2nnc(CCCc3ccc(OC)c(C)c3)o2)c1,-5.3%,11.1,-20.4,.,2.8%,.,-4.8,.,-6.3%,.
COc1cccc(N2CC(O)=C(c3ccccc3)C2=N)c1,-2.5%,3.6,4.1,0.0%,-0.6%,-2.7%,-1.8,24.2,0.0%,4.5%
CCN(CC(=O)NCc1ccccn1)S(=O)(=O)c1cc(Cl)ccc1Cl,7.3%,-1.0,.,6.7%,.,?,-22.6,-2.1,.,10.8%
COCC(=O)N1CCC(Oc2ccc(C(=O)NC(C)c3csc(C)n3)cc2)CC1 (stereo not drawn),6.6%,-10.1,-0.4,2.0%,-1.2%,6.0%,2.8,6.6,9.3%,0.6%
CC(CNc1ccc([N+](=O)[O-])c2cccnc12)Nc1c([N+](=O)[O-])cc(C(F)(F)F)cc1[N+](=O)[O-] (stereo not drawn),2.3%[46.1 µM],-0.7,-12.1,-1.3%,1.5%,8.8%,-25.5,-15.0,-0.8%,-19.2%
COc1ccc(N2CCN(C(=O)COC(=O)c3ccc(C)o3)CC2)cc1,-0.7%,5.6,.,0.0%,.,4.9%,11.4,-2.6,.,3.3%
CCN(CC)c1ccc(CN2CCCCCC2)cc1,1.1%,5.9,.,-6.8%,-0.1%,0.0%,3.6,-3.1,-3.6%,-1.2%
CC(=O)Nc1cccc(NC(=O)CSc2nccn2Cc2ccccc2)c1,2.0%,-1.6,.,-12.4%,4.5%,-3.2%,3.1,-1.2,-1.2%,-10.7%
COC(=O)C(C)n1cnc2c(nnn2-c2cccc(Cl)c2)c1=O (stereo not drawn),10.0%,-4.0,0.9,0.5%,1.6%,?,-9.5,-8.9,0.0%,-0.8%
CCOC(=O)c1sc(NC(=O)Nc2ccc(Cl)cc2)nc1C,.,0.6,-0.3,-5.3%,.,?,12.4,-21.8,68.7%[activator],14.9%
CC(=O)c1sc(NC(=O)c2ccccc2F)nc1C,-2.6%,12.9,0.0,-8.1%,1.1%,?,2.4,-2.3,4.7%,-2.7%
C=CCn1c(SCC(=O)c2ccc(CNC(C)=O)o2)nc2scc(C3CC3)c2c1=O,-20.3%,-13.9,-0.5,-24.7%,-2.9%,?,10.2,4.4,-5.2%,2.1%
Cc1cc(C)nc(CCNC(=O)c2cc(COc3ccc(F)cc3Cl)on2)n1,-4.6%,1.4,-0.2,-0.5%,2.6%,-3.4%,20.0,11.1,-9.9%,0.6%[11.5 µM]
Cn1c(Cl)c(/C=N/OC(=O)C2CC2)c2ccccc21,1.1%,3.4,2.7,0.6%,-1.6%,-4.4%,-8.3,-7.0,17.3%,-0.7%
COCc1cc(C)nc(OCC(=O)N/N=C/c2ccco2)c1C#N,2.4%[46.1 µM],13.2,-1.8,-0.4%,1.8%,0.0%,7.9,8.6,-0.1%,4.5%
COc1ccc(C(O)P(=O)(OCC(C)C)OCC(C)C)c(OC)c1 (stereo not drawn),-9.5%[46.1 µM],0.8,3.8,2.5%,1.7%,1.7%,-16.5,6.3,-0.8%,-2.7%
O=C(/C=C/c1cccc(Br)c1)Nc1nn[nH]n1,0.1%,-3.9,8.6,23.0%,-2.3%,-11.7%,-10.0,-6.8,-9.8%,0.0%
CCOC(=O)N1CCN(c2nc(C)c3c(n2)CC(C)CC3=O)CC1 (stereo not drawn),-3.9%,15.8,3.3,-2.5%,5.8%,?,5.1,-3.5,-0.6%,2.6%
COCC(C)NCc1cccc([N+](=O)[O-])c1 (stereo not drawn),6.1%,-1.8,-1.0,-3.2%,-0.2%,10.9%,20.0,5.1,-8.0%,-0.5%
CC(=O)N(c1ccccc1)c1c(F)c(F)c(F)c(F)c1F,4.6%,3.0,3.4,-9.5%,-0.3%,?,7.7,7.3,3.0%,-4.3%
Cc1nnc(SCC(=O)N/N=C/c2cn(-c3ccccc3)nc2-c2ccccc2)n1-c1ccccc1,-2.8%,-2.2,3.4,6.2%,-2.7%,-2.3%,-3.9,44.7,7.8%,19.3%
